4MU fluor = compounds fluorescent in 4-MU spectral region; compound autofluorescence, 340/450 nm, 4-MU equivalents; active compounds read high; max dye-equivalent concentration, M; hit rate 11% among 59,000; AID 589; in the data active means max dye-equivalent concentration above about 10 nM; inconclusive means mostly about 1.1 nM to 9.6 nM
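Compounds in 100 mM Tris, pH 8.0, sat 15 min at room temperature before fluorescence was read at 340 nm excitation/450 nm emission; a per-plate six-point 4-MU standard curve converted signals to dye-equivalent concentration at each compound concentration.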
TexasRed autofl = compound fluoresces in the Texas Red spectral region; hit rate 0.06% among 59,000; Compound fluorescence, Texas Red channel, 547/618 nm; active compounds read high; max dye-equivalent concentration, M; in the data active means max dye-equivalent concentration above about 10 nM; inconclusive means between about 1.1 nM and that limit
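Pin-transferred compounds and Texas Red standards go into 100 mM Tris buffer, pH 8.0. After 15 min at room temperature, plates are imaged with 547/618 nm filters. Each value is a dye-equivalent concentration derived from the per-plate dye curve.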
Fluorescein fluor = compound fluoresces in the fluorescein spectral region; Compound autofluorescence, 480/540 nm, fluorescein-equivalent; active compounds read high; max fluorescein-equivalent concentration, M; hit rate 0.91% among 59,000; AID 593; in the data active means max fluorescein-equivalent concentration above about 10 nM; inconclusive means between about 1.1 nM and that limit
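Spectral profiling of library compounds in the fluorescein window (480 nm excitation, 540 nm emission) after 15 min at room temperature in pH 8.0 Tris (100 mM). Values are dye-equivalent concentrations.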
Epigenetic mod = epigenetic modulators derepressing GFP locus in mouse cells. Potency, µM (titrated, usually from 46.1 µM), inactives show at the highest dose GFP derepression (activation). hit rate 0.09% among 68,000. mouse C127i GFP locus derepression, cytometry, 30 h. AID 597; further: % of control where 0% means no effect
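Locus derepression in mouse mammary C127i cells whose integrated CMV-GFP reporter is normally silent; GFP expression after 30 h compound treatment was quantified by counting fluorescent cells.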
DNA Pol III inh = DNA polymerase III holoenzyme inhibition; Potency, µM (top dose mostly 57.1 µM), without a hit: top-dose activity change, negative = inhibition; hit rate 0.25% among 71,000; reconstituted DNA polymerase III holoenzyme replication, biochemical; further: potency means the concentration at half of the fitted maximal effect; on the % scale 0 is the no-effect control and ±100 the full control effect
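Reconstituted *E. coli* holoenzyme (0.35 nM Pol III, 1 nM beta, 154 nM SSB, 2 nM primase) was preincubated with compound for 15 min at RT. Synthesis on 1.4 nM ssM13Gori ran 35 min, then was stopped with PicoGreen/EDTA and read as dsDNA fluorescence.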
HBB splice mod = modulators of hemoglobin beta chain splicing. HBB splicing reporter cell assay, activation; EGFP reporter with mutant IVS2-654 intron; response scale: normalised to 500 nM splice-correcting PNA. Potency, µM (highest dose often 46.1 µM), for the others: at the top dose activation, hits mostly activators. hit rate 0.06% among 65,000; further: potency means the concentration at half of the fitted maximal effect; 0% is about no effect
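Compounds were applied for 2 days to HeLa EGFP-654 cells, 500/well in Optimem with 2% FCS. The reporter's EGFP is disrupted by mis-splicing of beta-globin intron IVS2-654. Readout: summed well GFP fluorescence from 488 nm laser scanning; reference was 500 nM antisense […] 654 PNA.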
Rhodamine fluor = compound fluoresces in the rhodamine spectral region; Rhodamine-region fluorescence, 547/598 nm, Tris buffer; active compounds read high; max dye-equivalent concentration, M; hit rate 0.05% among 59,000; in the data active means max dye-equivalent concentration above about 11 nM; inconclusive means between about 1.1 nM and that limit
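A six-point rhodamine series on each plate calibrates the signal. Compounds sit in 100 mM Tris (pH 8.0) for 15 min at ambient temperature before imaging through 547 nm/598 nm filters.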
UbGFP stabilizer = inhibits proteasome, raising ubiquitin-GFP reporter fluorescence; Ubiquitin-GFP reporter cells, proteasome inhibition, GFP fluorescence; response scale: untreated = 0%, 10 µM MG-132 = 100%; AID 526; Potency, µM (doses to about 45.9 µM), without a hit: top-dose activation (GFP accumulation), most hits filed as activators; 67,000 tested, under 10 active; active means well fitted activation curve with a large enough effect, not every such curve was filed as active; inconclusive means small, poorly fitted or top-dose-only effect, or another doubt; inactive means no such curve, though single readings can be large or run the other way; further: potency means the concentration at half of the fitted maximal effect
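GFP accumulation read-out: laser plate cytometry counting ubiquitin(G76V)-GFP-expressing U2OS cells after 4 hr compound exposure at 37 °C. Titrations spanned 46 uM to 2.9 nM; 0% = basal, 100% = 10 uM MG-132; concentration-response curves fitted.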
ALOX15 inhib = 15-hLO (ALOX15) enzyme inhibition; AID 887; Potency, µM (titrated, usually from 57.1 µM), for the others: at the top dose activity change, negative = inhibition, actives largely listed as inhibitors; hit rate 1.4% among 74,000; P16050; purified 15hLO-1, xylenol orange hydroperoxide absorbance; further: potency means the concentration at half of the fitted maximal effect; on the % scale 0 is the no-effect control and ±100 the full control effect; nearly all actives have a fitted effect of over 55% in size
Target sequence (P16050 whole entry, looked up): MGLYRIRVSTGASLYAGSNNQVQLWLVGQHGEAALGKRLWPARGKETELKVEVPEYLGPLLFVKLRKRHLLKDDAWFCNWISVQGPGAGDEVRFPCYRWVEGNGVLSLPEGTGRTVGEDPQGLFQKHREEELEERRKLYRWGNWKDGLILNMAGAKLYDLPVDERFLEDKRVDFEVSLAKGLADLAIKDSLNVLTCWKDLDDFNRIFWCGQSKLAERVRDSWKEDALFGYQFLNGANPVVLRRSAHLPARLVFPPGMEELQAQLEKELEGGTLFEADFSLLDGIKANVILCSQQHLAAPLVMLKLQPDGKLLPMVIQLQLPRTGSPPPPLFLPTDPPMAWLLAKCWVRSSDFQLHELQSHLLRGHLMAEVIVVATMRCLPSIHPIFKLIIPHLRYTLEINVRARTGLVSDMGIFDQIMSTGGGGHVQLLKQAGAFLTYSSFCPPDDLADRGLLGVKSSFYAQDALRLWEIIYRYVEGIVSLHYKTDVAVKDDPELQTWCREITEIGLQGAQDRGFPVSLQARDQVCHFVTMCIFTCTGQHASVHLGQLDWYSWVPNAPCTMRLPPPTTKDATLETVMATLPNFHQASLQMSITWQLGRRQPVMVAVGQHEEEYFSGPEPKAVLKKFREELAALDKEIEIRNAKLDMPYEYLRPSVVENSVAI
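Inhibition is scored from a chromogenic endpoint. After 15 min enzyme-compound contact, arachidonic acid (50 uM final) reacts 6 min with 40 nM 15hLO-1 at room temperature, then Fe-XO reagent is added for 30 min and absorbance ratio recorded.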
Hsp90 Hop PPI = changes Hsp90-Hop TPR2A binding signal, up or down | AlphaScreen TPR2A-His6 binding biotin-Hsp90 C-terminal peptide | Potency, µM (series often up to 57 µM), for inactives: at the top dose activity change, negative = inhibition | hit rate 0.44% among 71,000; active means well fitted curve in either direction with a large enough effect; inconclusive means small, poorly fitted or top-dose-only effect, or another doubt; further: potency means the concentration at half of the fitted maximal effect; on the % scale 0 is the no-effect control and ±100 the full control effect; many of its hits are not listed in these tables
HADH2 inh = inhibitors of human HADH2 dehydrogenase. Potency, µM (highest dose often 57.1 µM), without a hit: top-dose activity change, negative = inhibition, actives largely listed as inhibitors. AID 886. hit rate 3.4% among 73,000. recombinant HADH2, NADH fluorescence, beta-hydroxybutyryl-CoA; further: potency means the concentration at half of the fitted maximal effect; on the % scale 0 is the no-effect control and ±100 the full control effect; nearly all actives have a fitted effect of over 60% in size; many of its hits are not listed in these tables
Target sequence (Q99714 whole entry, looked up, one chain of several): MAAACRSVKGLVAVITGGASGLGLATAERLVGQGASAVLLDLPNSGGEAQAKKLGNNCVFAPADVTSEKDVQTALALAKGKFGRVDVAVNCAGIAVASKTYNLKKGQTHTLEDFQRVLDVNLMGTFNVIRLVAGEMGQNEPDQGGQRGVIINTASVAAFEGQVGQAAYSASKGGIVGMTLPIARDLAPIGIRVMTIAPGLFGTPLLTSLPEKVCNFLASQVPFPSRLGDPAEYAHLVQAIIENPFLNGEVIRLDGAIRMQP
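Activity measured as NADH fluorescence gain (360/450 nm), taken as the change between first and last reads of a 4-min kinetic run. Conditions: pH 9.0 Tris buffer, 20 nM E. coli-expressed His-tagged enzyme, 1 mM NAD+, 90 uM beta-hydroxybutyryl-CoA; 15-min compound preincubation.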
Numbers without * were called inactive; i = inactive; ? = inconclusive; / = no result given; [ ] = remark or other dose. Unless noted, the call rests on the fitted dose curve; in most records, active means well fitted curve in the direction sought with a large enough effect; inconclusive means small, poorly fitted or top-dose-only effect, or another doubt; inactive means no such curve, though single readings can be large; an effect the other way counts as inactive or inconclusive. These rows are one share of the data; rates above refer to the full screens.

SMILES | 4MU fluor | TexasRed autofl | Fluorescein fluor | Epigenetic mod | DNA Pol III inh | HBB splice mod | Rhodamine fluor | UbGFP stabilizer | ALOX15 inhib | Hsp90 Hop PPI | HADH2 inh
CCCCCC(C(=O)O)C(C)CC(=O)NC1CCCCC1 (stereo unspecified) | i | i | i | 0% | -4% | 3.3%[0.369 µM] | i | -3% | 2% | -1% | -8%
O=C(CNCC1CCCO1)N1CCCc2ccccc21 (stereo unspecified) | i | i | i | 1% | -6% | -5.8% | i | 4% | 6% | 2% | -8%
Cn1c(/C=N/n2cnnc2)nc2ccccc21 | / | / | / | 0% | -2%[11.4 µM] | -2.5%[0.0738 µM] | / | -14%[9.17 µM] | 7%[11.4 µM] | -7%[11 µM] | ?
Cc1ccc(S(=O)(=O)N2CCCC2C(=O)N(C)Cc2cccs2)cc1 (stereo unspecified) | i | ? | i | -2% | 6% | -0.2%[57.5 µM] | i | -4% | 22% | -2% | 14%
O=C(O)Cn1c2c(c3ccccc31)CCCC2 | i | i | ? | -1% | -5% | 0.4%[57.5 µM] | i | -1% | -21% | 5% | -17%
CC(C)c1c(C#N)c(N)nc(SCC(=O)c2cc3ccccc3oc2=O)c1C#N | ? | i | ? | -2% | 2% | 0.0% | i | -9% | -17% | 2% | -1%
Clc1ccccc1-c1nn2c(-c3ccncc3)nnc2s1 | i | ? | ? | 2% | -7% | 2.0% | i | 1% | ? | -5% | 3.2µM*
CNC(=O)C1(C)C=CCN1C(=O)c1ccccc1 (stereo unspecified) | / | / | / | / | -5% | 1.0% | / | / | -3% | -1% | 1%
COc1cccc(S(=O)(=O)NCc2ccc(C(=O)NCC3CCCO3)cc2)c1 (stereo unspecified) | i | i | i | 0% | -4% | -0.1% | i | -6% | 2% | ? | 8%
Cc1cc2nc(C)n3c4ccccc4nc3n2n1 | i | i | ? | 2% | -3% | -0.5% | i | 3% | 13% | -1% | -15%
O=C(c1cc(-c2cccs2)on1)N1CCN(c2ccccc2)CC1 | i | i | i | 0% | 1% | -4.8% | i | 3% | ? | -5% | -1%
Cn1c(=O)[nH]c(=O)c2c1nc(CN1CCN(c3cccc(Cl)c3)CC1)n2CCc1ccccc1 | i | i | i | 6% | 1% | 0.3% | i | 28% | -2% | -2% | 7%

The final two entries of the section before are carried over, then new ones follow.
SMILES | 4MU fluor | TexasRed autofl | Fluorescein fluor | Epigenetic mod | DNA Pol III inh | HBB splice mod | Rhodamine fluor | UbGFP stabilizer | ALOX15 inhib | Hsp90 Hop PPI | HADH2 inh
O=C(c1cc(-c2cccs2)on1)N1CCN(c2ccccc2)CC1 | i | i | i | 0% | 1% | -4.8% | i | 3% | ? | -5% | -1%
Cn1c(=O)[nH]c(=O)c2c1nc(CN1CCN(c3cccc(Cl)c3)CC1)n2CCc1ccccc1 | i | i | i | 6% | 1% | 0.3% | i | 28% | -2% | -2% | 7%
COc1ccc(-c2noc(CCC(=O)Nc3cccc(C)c3)n2)cc1 | ? | ? | i | 0% | 1% | -2.3%[1.84 µM] | i | -2% | -7% | 2% | 0%
O=C(COC(=O)c1cccc(S(=O)(=O)N2CCc3ccccc32)c1)NC1CCS(=O)(=O)C1 (stereo unspecified) | i | i | i | 2% | -4% | 0.1%[57.5 µM] | i | -1% | 26% | -1% | 12%
COc1ccccc1NC(=O)C1=C(C)NC(SCC(=O)c2ccc(C)cc2)=C(C#N)C1c1ccco1 (stereo unspecified) | i | i | ? | -3%[20.6 µM] | / | / | i | / | / | / | /
COC(=O)C1=C(C)OC(N)=C(C#N)C1c1c(C)nn(-c2ccccc2)c1Cl (stereo unspecified) | i | i | ? | 1% | 1% | 2.7% | i | 1% | -15% | 0% | 0%
O=C(COC(=O)C1CC1)c1c[nH]c2ccccc12 | i | i | ? | 0% | -1% | -0.8% | i | -1% | -14% | -3% | 4%
CCN1C(=O)CS/C1=C(\C#N)S(=O)(=O)c1ccccc1 | i | i | ? | 0% | 0% | 9.5% | i | 4% | 1% | -2% | ?
COC(=O)c1ccc(C(NC(=O)OCc2ccccc2)/C(C)=C/[C@@H](C)C(=O)NCCN2CCOCC2)cc1 (stereo partly specified) | / | / | / | / | -1% | 1.2% | / | / | 1% | -4% | 12%
O=C(CCN1C(=O)c2ccccc2C1=O)Nc1sc2c(c1C(=O)NCc1ccco1)CCCC2 | i | i | i | -3% | -3% | -0.5% | i | -8% | -4% | -10% | 3%
COc1ccc(S(=O)(=O)N(C)c2c(C)n(C)n(-c3ccccc3)c2=O)cc1OC | / | / | / | 4% | -8% | 0.7%[9.22 µM] | / | 18% | -1% | -2% | 2%
O=C(CCSc1nc(-c2ccco2)cc(C(F)(F)F)n1)N1CCCc2ccccc21 | i | ? | i | 3% | -11% | -0.4% | i | -5% | -20% | 18% | -7%
COCCN1C(=O)C(=O)/C(=C(/O)c2cccc(S(=O)(=O)N(C)C)c2)C12C(=O)N(C)c1ccccc12 (stereo unspecified) | i | i | i | 0% | -3% | 0.7% | i | 12% | -4% | -4% | -15%
CC1(C)Oc2ccc(C(=O)N3CCOCC3)cc2N(CC(=O)Nc2ccccc2)C1=O | i | ? | ? | 0% | -3% | -14% | i | -4% | 10% | -7% | 8%
COCCn1c(=O)c(C)nc2cnc(N(C)C)nc21 | ? | i | i | 2%[9.22 µM] | 7% | -0.1% | i | 0% | 1% | -6% | -9%
CCOC(=O)N1CCC(N2Cc3cccc(C(=O)NCc4ccccn4)c3C2=O)CC1 | / | / | / | -2% | -5% | -0.4% | / | 11% | -11% | 14% | 5%
COc1ccc(OC)c(NC(=O)C2C3CCC(O3)C2C(=O)O)c1 (stereo unspecified) | / | / | / | 10% | -1% | -8.5% | / | -9% | 1% | -4% | -1%
Cc1cccc(N=C(N2CCOCC2)P(=O)(N2CCOCC2)N2CCOCC2)c1 | i | i | i | -2% | -3% | 2.3%[57.5 µM] | i | 1% | 5% | 0% | 3%
O=c1[nH]c2ccccc2nc1-c1cccs1 | 9.8e-07M* | i | ? | 5% | -4% | 5.9% | i | -14% | -7% | 3% | 14%
Clc1ccc(COc2ccccn2)c(Cl)c1 | i | i | i | 0%[20.6 µM] | / | / | i | / | / | / | /
Cc1ccc(NC(=O)CC2SCCNC2=O)cc1Cl (stereo unspecified) | i | i | ? | 2% | -3% | -0.4%[57.5 µM] | i | 1% | 2% | -3% | -2%
CON(C)c1nc(OCCNC(=O)OCc2ccc(Cl)cc2Cl)nc(N(C)C)n1 | i | ? | i | -5% | -3% | / | i | -10% | -2% | 0% | -1%
O=S(=O)(c1cccc2cccnc12)N1CCc2ccccc21 | i | i | ? | 2% | -4% | 0.9%[57.5 µM] | i | -1% | -9% | -3% | 7%
CC(=O)Nc1nnc(Cc2ccccc2)s1 | i | i | i | -2% | -1% | -0.4% | i | -5% | 4% | -1% | -1%
Cc1ccc(C(=O)NCc2nnc(SCC(=O)Nc3sc4c(c3C#N)CCCC4)n2C)cc1 | i | i | ? | 0% | -3% | 0.5% | i | 0% | -12% | -3% | -2%
C/C(N)=C(/C#N)C(=O)COC(=O)C1Cc2ccccc2CN1S(C)(=O)=O (stereo unspecified) | i | ? | ? | 2% | -3% | -1.5% | i | -1% | -14% | -3% | 9%
FC(F)(F)c1ccccc1-c1ccc2ncnc(NCc3cccs3)c2c1 | i | i | ? | -1%[9.22 µM] | 6% | -0.3% | i | 2% | 2% | 1% | -1%
Cc1ccc(-c2nc(CS(=O)CC(=O)NCc3ccccc3)c(C)o2)cc1 (stereo unspecified) | / | / | / | / | 1% | -0.5% | / | 16% | -5% | -4%[2.3 µM] | -7%
C=CCc1cccc2cc(C(=O)N3CCN(C(=O)c4ccco4)CC3)c(=O)oc12 | ? | i | ? | -4% | 0% | -0.3% | i | -5% | 11% | -1% | -1%
CCc1nccn1S(=O)(=O)c1cc(Br)ccc1OC | / | / | / | -4% | -2% | -0.8% | / | -1% | 3% | 0% | 7%
Cc1c(NC(=O)c2noc3c2CCc2ccccc2-3)c(=O)n(-c2ccccc2)n1C | / | / | / | / | 7% | 0.2% | / | -6% | 12% | ? | 10%
COc1ccccc1NC(=O)N(Cc1ccc2c(c1)OCO2)Cc1nc2ccccc2c(=O)[nH]1 | i | ? | ? | 11% | 1% | -0.8% | i | 2% | 1% | -4% | 0%
Cc1ccc(SCc2nc(-c3cccnc3)no2)cc1 | i | i | ? | 6% | -4% | -1.6% | i | -3% | 11% | 0% | -14%
O=C(Cn1c(=O)oc2ccccc21)NCc1ccco1 | i | i | ? | 1% | -1% | 0.5% | i | 7% | 1% | -1% | -5%
